High-throughput results deposited in PubChem by several laboratories.
FAS-TE inh: FAS thioesterase domain inhibitors, primary screen, biochemical, fluorescence intensity, uHTS | Fatty acid synthase (Homo sapiens), P49327 | inhibition, % at 15 µM | 360,000 compounds, 0.67% hits | recombinant FAS-TE, OMFH fluorogenic substrate, fluorescence endpoint;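 active = compounds whose normalised, plate-corrected inhibition of enzyme fluorescence in the single-dose primary screen is 50% or more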;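 note: 0% = DMSO with enzyme and 100% = substrate without enzyme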
bovine MsrA act: bovine MsrA enzyme activators, primary screen, biochemical, absorbance, HTS. purified bovine MsrA, absorbance read-out. activation, % at 10.6 µM. 360,000 compounds, 0.3% hits; in the data active = activation above about 7.5%;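 note: 0% = vehicle and 100% = reference activator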
Tb MetRS inh: T. brucei MetRS inhibitors, primary screen, biochemical, luminescence. methionyl-tRNA synthetase (Trypanosoma brucei brucei). purified T. brucei MetRS, ATP depletion, Kinase-Glo luminescence. inhibition, % at 11.9 µM. 360,000 compounds, 0.4% hits;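 active = inhibition above a per-plate cutoff of the control wells' mean inhibition plus 3 SD, cut at about 5.5% in these data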;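 note: 0% = DMSO wells median and 100% = median of wells with control inhibitor compound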
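Dosing: 11.9 µM compound single dose, 0.9% DMSO; Assay system: purified T. brucei MetRS enzyme; Measured by: Kinase-Glo luciferase luminescence reporting remaining unconsumed ATP; Schedule: 15 min plus 2 h at 25 °C.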
MsrA inh: bovine MsrA enzyme inhibitors, primary screen, biochemical, absorbance, HTS; AID 651718, 2012; inhibition, % at 15.5 µM; purified bovine MsrA, absorbance read-out; Methionine sulfoxide reductase A (Bos taurus); 360,000 compounds, 0.75% hits; in the data active = inhibition above about 4.5%;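 note: 0% = vehicle wells with enzyme and 100% = reference inhibitor wells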
SKN-1 block: suppressors of acrylamide-induced Pgst-4::GFP reporter in worms, primary screen, SKN-1 inhibitor project, whole organism, uHTS, GFP/RFP fluorescence ratio, strain VP596; AID 624304, 2012; inhibition, % at 21.8 µM; C. elegans VP596 Pgst-4::GFP/RFP ratio, 24 h; 360,000 compounds, 0.49% hits;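 active = interference check ratio from 0.5 to 1.5 plus GFP to RFP signal ratio inhibition reaching or exceeding a fixed threshold, cut at about 30% in these data, passing the limit was not always enough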; note: some compounds called inactive have numbers as strong as hits
E coli Lon inh: inhibitors of E. coli Lon protease, primary screen, biochemical, fluorescence polarization. P0A9M0. purified E. coli Lon protease. inhibition, % at 7.94 µM. 360,000 compounds, 0.42% hits; in the data active = inhibition above about 13%, passing the limit was not always enough;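 note: 0% = enzyme with probe and DMSO and 100% = no enzyme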
MT1-MMP act inh: blockers of MT1-MMP proenzyme processing, primary screen, HT1080 RFP-PRO-GFP cells, GFP/RFP fluorescence; 360,000 compounds, 0.061% hits; GFP/RFP ratio fluorescence, overnight; percent of plate control window, DMSO zero; Matrix metalloproteinase-14 (Homo sapiens), P50281; GFP/RFP ratio change, % at 20 µM;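 active = GFP/RFP ratio change of at least 30% with cell ATP level not reduced by more than half and red fluorescence within 50% of control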; note: strong numbers were not always called active
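Assay system – RFP-PRO-GFP reporter HT1080 cells · Compound dosing – single dose of 20 µM compound, 1% DMSO final · Incubation – overnight compound exposure at 37 °C · Measure – GFP/RFP fluorescence ratio · Benchmarks – DMSO wells and RFP-L50D-GFP cells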
CendR NRP1 mod: modulators of CendR peptide binding to NRP-1, primary screen, biochemical, fluorescence polarization, uHTS. Neuropilin-1 (Homo sapiens), O14786. FAM-RPARPAR peptide binding to NRP-1. inhibition, % at 25 µM. 360,000 compounds, 0.85% hits;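 active = inhibition or corrected inhibition above about 18%, plus a signal ratio from 0.5 to 1.5, limit read from the data, passing the limit was not always enough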; note: strong numbers were not always called active
Target sequence (O14786 whole entry, looked up): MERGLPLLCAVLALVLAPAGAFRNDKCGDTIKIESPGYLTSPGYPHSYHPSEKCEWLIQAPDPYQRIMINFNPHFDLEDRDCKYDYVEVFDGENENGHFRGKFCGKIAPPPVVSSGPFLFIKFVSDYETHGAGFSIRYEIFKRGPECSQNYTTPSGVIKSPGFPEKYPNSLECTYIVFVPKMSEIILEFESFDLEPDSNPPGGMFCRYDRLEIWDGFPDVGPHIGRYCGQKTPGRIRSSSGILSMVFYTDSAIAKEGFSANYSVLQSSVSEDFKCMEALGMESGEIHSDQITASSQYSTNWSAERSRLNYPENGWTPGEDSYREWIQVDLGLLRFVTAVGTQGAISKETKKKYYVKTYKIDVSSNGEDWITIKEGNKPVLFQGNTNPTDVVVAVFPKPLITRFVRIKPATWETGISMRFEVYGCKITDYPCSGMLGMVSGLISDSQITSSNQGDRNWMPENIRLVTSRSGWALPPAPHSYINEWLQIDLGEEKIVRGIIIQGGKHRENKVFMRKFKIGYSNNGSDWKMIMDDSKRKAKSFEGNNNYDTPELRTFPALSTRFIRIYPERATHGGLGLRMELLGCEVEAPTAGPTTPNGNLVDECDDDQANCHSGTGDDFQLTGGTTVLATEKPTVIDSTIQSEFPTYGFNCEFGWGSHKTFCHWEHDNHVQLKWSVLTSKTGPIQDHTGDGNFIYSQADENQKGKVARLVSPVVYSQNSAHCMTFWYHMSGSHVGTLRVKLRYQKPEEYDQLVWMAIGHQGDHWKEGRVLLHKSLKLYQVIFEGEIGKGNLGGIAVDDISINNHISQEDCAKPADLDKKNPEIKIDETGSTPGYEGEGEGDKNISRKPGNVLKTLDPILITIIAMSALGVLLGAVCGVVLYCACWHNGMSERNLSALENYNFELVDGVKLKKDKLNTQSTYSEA
MLLE-PAM2 inh: inhibitors of PABP1 MLLE–PAM2 peptide binding, primary screen, biochemical, fluorescence polarization, FITC-PAM2, GST-MLLE; Polyadenylate-binding protein 1 (Homo sapiens), P11940; 360,000 compounds, 0.36% hits; AID 588489, 2011; inhibition, % at 20 µM; in the data active = inhibition above about 35%, passing the limit was not always enough;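 note: plate controls were DMSO wells with GST-MLLE for no effect and wells lacking GST-MLLE protein for full effect; some results filed as inactive read as strong as hits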
* = called active by the depositor; . = no result given.

SMILES	FAS-TE inh	bovine MsrA act	Tb MetRS inh	MsrA inh	SKN-1 block	E coli Lon inh	MT1-MMP act inh	CendR NRP1 mod	MLLE-PAM2 inh
CSCCC(NC(=O)c1ccco1)C(=O)OCC(=O)N1c2ccccc2NC(=O)C1(C)C (centres undefined)	-4	-3	-0.1	0.1	6	0	-5	-8	2
COc1ccc(C)cc1-n1c(=O)c2ccccc2c2ccccc2c1=O	14	-2	0.3	-0.2	7	3	5	11	-11
CC(C)N(C(=O)[C@H]1C[C@H](CC(=O)NCCc2ccccn2)C(=O)N2CCc3c([nH]c4cc(CCC(=O)N(C)C)ccc34)[C@]12C)C(C)C	-6	-1	0.2	0.9	18	3	-2	6	12
COc1nc(NC(C)(C)C)nc(Oc2ccc(=O)n(-c3ccccc3)n2)n1	-8	-1	0.0	0.9	-1	-6	-5	2	5
O=C(Cc1csc(NC(=O)Nc2ccc(Cl)cc2)n1)NCc1ccccn1	3	-2	0.9	-1.3	7	-1	1	-7	-12
CCCN=C1N(C)C[C@@H]2[C@@H]3C(=O)N(C)C(=O)[C@@H]3[C@](C)(C(=O)OC)N12	-11	-6	-0.8	-0.6	1	-4	4	5	5
COc1cc2c(cc1OC)-c1cc(NC3CCCCCCC3)nc(=O)n1CC2	-4	2	-0.2	2.1	5	0	4	-7	1
Cc1cc(Cl)ccc1OCC(=O)N1CC(C)CC(C)C1 (centres undefined)	10	-5	-0.7	0.5	12	5	2	11	-4
CC(=O)NC1=C(Nc2ccc(N(C)C)cc2)C(=O)c2ccccc2C1=O	-4	1	-0.2	0.0	20	-4	14	1	7
O=C(NCc1cccnc1)Nc1ccc(Cl)c(Cl)c1	8	-1	1.4	0.6	11	-1	6	8	16
COc1ccc(OC)c(-n2cnc3cc(C(=O)NCCCN4CCOCC4)ccc32)c1	-15	-10	-1.6	.	-3	-15	0	-7	-6
c1ccc(-c2ncnc3nc4n(c23)CCC4)cc1	-6	-3	-0.7	-0.1	-1	-2	-3	-6	4
COc1cccc(NCc2cc(=O)oc3cc(C)c(O)cc23)c1	5	-4	-0.4	3.2	13	2	4	10	5
NNc1nnc2c3cc(F)ccc3n(CCc3ccccc3)c2n1	-14	0	-0.1	2.3	24	-10	7	7	-6
COc1cccc(NC(=O)NCCCN2CCN(c3ccc(F)cc3)CC2)c1	-1	-10	-1.7	1.2	-18	-1	-1	11	-3
CCCn1c(N2CCN(C)CC2)nc2c1c(=O)[nH]c(=O)n2C	-7	-14	-1.2	-1.6	-8	-2	-3	-4	11
Cc1nn(C)c(Cl)c1NC(=O)OCc1ccc(Cl)cc1Cl	2	-1	2.8	1.7	13	2	8	-4	-4
NC(=O)N1CCN(CCCN2c3ccccc3Sc3cc(Cl)ccc32)CC1	6	0	-0.1	-0.3	10	-3	-2	8	4
CCOc1ccc(NC(=O)CN(C)C(=O)c2cc(C)on2)cc1OCC	-4	-1	-0.1	1.6	7	-3	-3	-1	-78
CNC(=S)N(CCc1ccc(OC)c(OC)c1)Cc1cc2c(C)cc(C)cc2[nH]c1=O	-7	-5	-0.4	0.3	3	2	0	0	-138
CSc1ncc(C(=O)Nc2ccccc2Cl)c(C)n1	-5	0	-0.4	2.1	15	-7	-5	-1	1
CC(C)(C)c1csc(NC(=O)Cn2cnc3ccccc3c2=O)n1	-2	-7	-0.4	1.2	14	-3	0	-4	21
O=C(COC(=O)Cc1ccsc1)NC1CCCCCC1	-1	-1	-1.3	-0.8	8	3	4	-2	-4
COc1ccc(/C=N/NC(=O)/C(=C/c2ccccc2)CCO)cc1	-8	-2	-0.3	1.5	11	-3	1	2	-1
N/C(=N\OC(=O)CCCOc1ccccc1)c1cccc(Br)c1	16	-2	-0.7	0.9	11	0	3	2	7

2 compounds from above with just bovine MsrA act, Tb MetRS inh and FAS-TE inh.
SMILES	bovine MsrA act	Tb MetRS inh	FAS-TE inh
N/C(=N\OC(=O)CCCOc1ccccc1)c1cccc(Br)c1	-2	-0.7	16
c1ccc(-c2ncnc3nc4n(c23)CCC4)cc1	-3	-0.7	-6

Some of the entries so far, with values under each structure:
Fields: FAS-TE inh	bovine MsrA act	Tb MetRS inh	MsrA inh	SKN-1 block	E coli Lon inh	MT1-MMP act inh	CendR NRP1 mod	MLLE-PAM2 inh
- CSc1ncc(C(=O)Nc2ccccc2Cl)c(C)n1
 : -5	0	-0.4	2.1	15	-7	-5	-1	1
- CC(C)(C)c1csc(NC(=O)Cn2cnc3ccccc3c2=O)n1
 : -2	-7	-0.4	1.2	14	-3	0	-4	21

(list continues)
SMILES	FAS-TE inh	bovine MsrA act	Tb MetRS inh	MsrA inh	SKN-1 block	E coli Lon inh	MT1-MMP act inh	CendR NRP1 mod	MLLE-PAM2 inh
CCc1ccc(-c2csc3ncn(Cc4ccc(C(=O)O)cc4)c(=O)c23)cc1	-1	-1	0.5	-1.5	6	-18	1	-12	-9
CSc1ccccc1NC(=O)CSc1nnc(COc2ccccc2)o1	4	-1	-0.1	0.1	13	9	0	7	-4
O=C(N/N=C/c1ccc(Cl)c([N+](=O)[O-])c1)c1ccc2c(c1)OCCO2	4	-3	-0.1	0.1	-6	-12	4	3	2
COC(=O)/C=C/C(=O)NCc1ccco1	-2	-4	-1.3	-0.1	8	-11	-3	0	-3
Cn1c(SCC(=O)c2ccc(O)cc2O)nnc1-c1ccccc1	-4	-2	-0.2	1.4	-11	-4	-2	7	4
CCNC(=O)CN1c2cccc3cccc(c23)S1(=O)=O	-6	-1	0.8	0.5	10	-5	2	-8	-18
Cc1cccc(NC(=O)c2ccc(Cn3cc(C(F)(F)F)ccc3=O)cc2)c1	3	-9	-0.3	-0.4	-6	1	-2	4	0
COc1ccc2nc(C)cc(NCc3ccc(F)cc3)c2c1	-27	-3	1.5	-0.1	6	-225	-67	135	-102
Fc1ccccc1CNc1nc(NCC2CC2)nc2ccsc12	0	-2	0.6	-0.6	8	12*	0	-1	4
O=C1OC(=O)c2cc([N+](=O)[O-])ccc21	-5	-13	0.0	0.5	-1	5	1	-36	5
CCCC1=C(C(=O)OCC)C(c2cc(Cl)cc(OC)c2OCC(=O)OCC)NC(=O)N1 (centres undefined)	5	-1	-0.9	1.2	-2	3	-3	-7	8
Cc1ccc(NC(=O)C2c3ccccc3Oc3ccccc32)nc1	-1	-4	0.2	-1.1	-2	9	-1	-3	-7
CC(OC(=O)c1nc(Cl)ccc1Cl)C(=O)NC1CCCCC1C (centres undefined)	1	-3	-0.4	0.0	-8	-6	4	20	13
CCOC(=O)c1cn(-c2c(C)n(C)n(-c3ccccc3)c2=O)c2c(F)c(F)c(F)cc2c1=O	-6	-3	-0.4	-0.1	6	-3	0	1	31
Cc1noc(/C=C/c2ccco2)c1S(=O)(=O)N1CCC(C(=O)Nc2ccc(Cl)cn2)CC1	13	-6	-0.6	2.4	10	-10	-15	-13	-16
CCCS(=O)(=O)N1CCC(C(=O)NCCN2CCC(Cc3ccccc3)CC2)CC1	-9	1	0.6	1.8	9	-3	5	20	10
CCOc1ccccc1CN1CCNC(=O)C1CC(=O)NCc1nccn1CC (centres undefined)	-8	-3	0.5	1.0	-7	-5	-4	3	-1
CCOc1ccccc1NC(=O)C(NCCN(C)C)c1ccccc1 (centres undefined)	-6	5	-0.3	-0.8	11	-8	-5	-6	10
CCn1nc(C(=O)NCC2COc3ccccc3O2)c2ccccc2c1=O (centres undefined)	-2	-7	-0.5	-0.1	-7	-1	-1	0	-1
O=C(NCc1ccccn1)c1ccc([N+](=O)[O-])cc1	1	-3	2.2	-1.5	-6	-3	-2	0	13
Nc1nonc1C(=Nc1ccc(Br)cc1)NO	-40	-1	-0.5	-0.6	10	3	-5	9	-4
COc1ccc(/C=C/C(=O)NC(=S)Nc2ccc(S(N)(=O)=O)cc2)cc1	-3	-2	-0.2	0.1	0	10	-12	3	0
Cc1ccccc1NC(=O)Cc1nc(COC(=O)CCNS(=O)(=O)c2ccccc2)cs1	-4	-6	-0.5	-0.6	-20	-6	2	3	-18
O=C(NCc1ccc(F)cc1)c1cc2ccccc2o1	0	9.6*	0.0	-1.3	8	-6	2	2	10
CCC(=O)N1CCC1(C)C(=O)Nc1ccc(F)cc1 (centres undefined)	-8	-3	-0.2	0.0	6	-3	34*	5	-10
SMILES	FAS-TE inh	bovine MsrA act	Tb MetRS inh	MsrA inh	SKN-1 block	E coli Lon inh	MT1-MMP act inh	CendR NRP1 mod	MLLE-PAM2 inh
CCN1CCc2c(sc(NC(=O)c3ccc(S(=O)(=O)N4CCOCC4)cc3)c2C(=O)OC)C1	-2	-5	0.1	2.8	-17	-11	-9	4	-11
COc1cccc(CNC(=O)CS(=O)(=O)Cc2nc(-c3ccc(C)cc3)oc2C)c1OC	1	-8	-1.6	-0.7	6	-13	-5	4	-11
O=S1(=O)CCO[C@H]2Cc3ccccc3[C@H]2N1Cc1ccc(Cl)cc1	27	-2	-0.3	-0.8	1	-6	2	3	27
COCC(=O)N(Cc1cc2ccc(C)cc2[nH]c1=O)c1cccc(C)c1	-2	0	0.0	-0.3	4	-9	0	5	-3
CCn1nnnc1SCC(=O)NNC(=O)C1CCCCC1	-12	-12	-1.4	-0.5	26	4	-2	-3	-10
CCCCN(C(=O)CNC(=O)c1ccco1)C(C(=O)NC1CCCC1)c1ccc(OC)cc1 (centres undefined)	-10	-13	-1.1	2.2	-14	-6	2	-2	4
CN(Cc1ccccc1)C(=O)[C@@H]1CCCN1	-7	-4	-1.2	0.7	8	-4	-2	13	.
O=C(CN1CCN(Cc2ccccc2)C1=O)NCc1ccc(Cl)cc1	2	-4	-0.7	0.8	-1	-13	-2	7	2
Cc1c(Cl)cccc1NC(=S)N(CCCN1CCOCC1)Cc1cccs1	12	-4	-0.5	-0.2	-5	-4	5	-1	-67
O=C(c1ccccc1)N(Cc1ccc2c(c1)OCO2)Cc1nc2ccccc2c(=O)[nH]1	-4	0	1.1	1.5	15	8	-1	1	-4
O=C1Cc2ccccc2C(c2ccc(Br)cc2)N1 (centres undefined)	0	1	0.2	-0.8	5	0	-1	-8	9
CCOc1ncccc1C(=O)OCC(=O)c1cc(OC)c(OC)c(OC)c1	0	1	-0.2	-0.3	-3	-1	-3	-1	3
COC(=O)c1ccc(Cn2nc(-c3ccc(C)cc3)ccc2=O)cc1	23	1	-1.2	0.2	9	0	5	20	4
CC(C)Cc1ccc(C(C)C(=N)N)cc1 (centres undefined)	-3	-2	-0.2	-1.5	-7	-7	-3	4	22
CC(C)(C)C(=O)Nc1nnc(CCc2ccccc2)s1	-5	1	-0.7	-0.2	13	-6	-1	3	-13
CS(=O)(=O)N(Cc1cc2ccccc2[nH]c1=O)C1CCCCC1	-8	-7	0.3	0.3	7	-10	-11	-2	57
COc1ccc(C(=O)NC(=S)Nc2ccc([N+](=O)[O-])cc2C)cc1OC	13	0	-0.5	-0.3	3	1	3	0	31
COc1ccccc1NS(=O)(=O)c1ccc(NC(=O)c2ccccn2)cc1	4	-1	-0.2	-2.2	18	-6	8	-6	-2
